KOR antag MB = antagonists of human kappa opioid receptor OPRK1, Maybridge library | Kappa-type opioid receptor (Homo sapiens), P41145 | OPRK1 cells, antagonist mode, fluorescence readout | inhibition, % at 9 µM | 0.4% of 16,000 active; in the data active = inhibition above about 50%
Nox1 inhibitor = inhibitors of human NADPH oxidase 1 (Nox1) | AID 1792, 2009 | 0.81% of 16,000 active | Q9Y5S8 | HT29 cells, luminol chemiluminescence ROS | inhibition, % at 6.7 µM
Target sequence (Q9Y5S8 whole entry, looked up): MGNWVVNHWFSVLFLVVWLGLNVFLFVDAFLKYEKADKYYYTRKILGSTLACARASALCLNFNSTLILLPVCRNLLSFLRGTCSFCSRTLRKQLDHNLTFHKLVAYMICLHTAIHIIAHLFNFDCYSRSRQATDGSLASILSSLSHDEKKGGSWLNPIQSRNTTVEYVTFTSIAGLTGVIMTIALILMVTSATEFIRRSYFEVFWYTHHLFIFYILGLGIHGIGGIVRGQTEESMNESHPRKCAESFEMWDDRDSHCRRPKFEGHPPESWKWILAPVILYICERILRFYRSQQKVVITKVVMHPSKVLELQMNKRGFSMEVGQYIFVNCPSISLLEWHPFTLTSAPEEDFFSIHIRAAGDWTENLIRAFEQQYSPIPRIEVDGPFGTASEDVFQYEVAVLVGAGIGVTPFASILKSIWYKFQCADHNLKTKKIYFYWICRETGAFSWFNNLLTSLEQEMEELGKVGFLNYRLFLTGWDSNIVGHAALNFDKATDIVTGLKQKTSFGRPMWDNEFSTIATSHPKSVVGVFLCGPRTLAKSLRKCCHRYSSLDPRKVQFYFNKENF
S1P1 agonist = activates the human S1P1 receptor; Sphingosine 1-phosphate receptor 1 (Homo sapiens), P21453; S1P1 agonist cell-based reporter assay; 1.5% of 16,000 active; activation, % at 4.5 µM; in the data active = activation above about 80%
rat GALR2 ag = agonists of rat galanin receptor 2 (GALR2); Galanin receptor type 2 (Rattus norvegicus), O08726; AID 833, 2007; 0.5% of 16,000 active; activation, % at 10 µM; cell-based GALR2 agonist screen; in the data active = activation above about 15%
Target sequence (O08726 whole entry, looked up): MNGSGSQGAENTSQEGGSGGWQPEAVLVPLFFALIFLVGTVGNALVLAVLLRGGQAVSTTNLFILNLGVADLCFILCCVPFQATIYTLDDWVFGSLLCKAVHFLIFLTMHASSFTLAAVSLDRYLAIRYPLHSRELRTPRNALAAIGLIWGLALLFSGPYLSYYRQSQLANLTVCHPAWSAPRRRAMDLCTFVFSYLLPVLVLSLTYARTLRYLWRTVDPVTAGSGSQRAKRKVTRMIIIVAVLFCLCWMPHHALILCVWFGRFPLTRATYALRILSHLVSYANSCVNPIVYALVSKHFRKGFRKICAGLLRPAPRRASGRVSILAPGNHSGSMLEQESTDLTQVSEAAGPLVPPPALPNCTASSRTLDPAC
Luminol counter = counter-screen for Nox1 inhibitors: inhibitors of luminol chemiluminescence | 0.4% of 16,000 active | HRP/luminol/H2O2 chemiluminescence counterscreen | inhibition, % at 6.7 µM; also: reference of the scale not given here
TLR4-MyD88 inh = inhibitors of human TLR4-MyD88 binding; Cell-based TLR4-MyD88 binding inhibition assay; 0.06% of 16,000 active; inhibition, % at 10 µM; AID 811, 2007; in the data active = inhibition above about 45%
PME-1 Maybr inh = inhibitors of human PME-1 in Maybridge library; Protein phosphatase methylesterase 1 (Homo sapiens), Q9Y570; recombinant PME-1, FP-Rh probe fluorescence polarization; inhibition, % at 9 µM; 0.5% of 16,000 active; AID 2291, 2010; in the data active = inhibition above about 30%
NOTCH ag = agonists of NOTCH signaling | NOTCH signaling luciferase reporter cells, luminescence | activation, % at 2.5 µM | 0.4% of 15,000 active | AID 434982, 2010; in the data active = activation above about 2.2%
Numbers without * were called inactive; nt = no result given. Rule as the data show it, unless noted: active = inhibition above about 75%; inactive = the rest.

SMILES	KOR antag MB	Nox1 inhibitor	S1P1 agonist	rat GALR2 ag	Luminol counter	TLR4-MyD88 inh	PME-1 Maybr inh	NOTCH ag
COCCCNC1=C(C#N)C(=O)NC(C2CC=CCC2)S1 (stereo not drawn)	11	-32	-1	-5	0	5	2	-0.4
O=S(=O)(Nc1ccc(F)cc1)c1cc(Cl)c(Cl)cc1Cl	0	19	-3	-4	-4	-2	0	0.2
O=c1c(C(F)(F)F)cccn1CCc1nc(-c2ccc(Cl)cc2)cs1	-14	-70	62	-4	-1	-6	-2	-1.2
CCOC(=O)C1=C(C)NC(C(=O)OCC)CS1 (stereo not drawn)	11	12	-14	-6	-2	2	-227	-0.9
CCOC(=O)/C(C#N)=N/Nc1cc(-c2ccccc2)[nH]n1	2	-17	6	-9	-3	2	0	0.2
O=C(NCCS(=O)(=O)c1ccc(C(F)(F)F)cn1)c1ccc(Cl)cc1	-7	-45	7	-4	3	6	0	-0.1
C=CCOc1cc(NC(C)=O)c(C(C)=O)cc1C(C)=O	3	-56	-32	-8	-4	1	4	-0.2
CCCNC(=O)O/N=C(\N)c1cc(Cl)c(N)c(Cl)c1	1	-12	-22	-5	2	3	3	0.0
Cn1cc(Br)c(-c2cccc(NC(=O)CCC(=O)O)c2)n1	7	-34	0	-5	4	-7	0	0.8
O=C(O)CCCNC(=S)Nc1ccc(F)c(Cl)c1	6	-22	-7	-4	0	nt	4	0.7
Cc1csc2c(=O)nc3c(C#N)n[nH]n3c12	4	-33	18	-2	2	7	-2	-0.1
CSc1nccc(-c2ccc(Cl)cc2)n1	-21	-21	-12	3	25	-4	-1	-0.8
CCOC(=O)c1oc2nc(-c3ccccc3)cc(C)c2c1NC(=O)Nc1ccc(Cl)cc1	2	-48	-14	-5	0	3	-26	-1.1
O=C1C(c2cccc([N+](=O)[O-])c2)=C(O)c2ccccc21	-10	-14	3	-6	2	-6	3	0.3
FC(F)(F)c1nc2ccccc2[nH]1	-7	8	-6	-2	-6	11	-4	0.2
O=c1oc(-c2ccc(Cl)cc2)nnc1-c1ccccc1	-13	-64	-2	-5	0	-3	2	-1.2
CCOc1c(N2CCSCC2)c(=O)c1=O	32	-39	-53	-4	1	9	1	0.2
CC(=O)c1ccc(C#Cc2ccccc2)s1	7	-32	12	-6	-2	5	1	-0.2
Cc1cnc(NC(=O)Nc2ccccc2)c(C)n1	3	6	-13	-4	-10	-13	2	0.5
N#C/C(=C\N1CCc2ccccc21)S(=O)(=O)Cc1ccco1	0	-17	8	-7	-2	6	0	-0.7
CCOC(=O)NC(NCc1ccccc1)(C(=O)OCC)C(F)(F)F (stereo not drawn)	-5	-21	7	0	3	3	1	0.8
N#Cc1c(F)cccc1NC(=O)C1CCCCC1	5	-10	3	-4	1	4	2	-0.7
Cc1cc(NS(=O)(=O)c2ccc(NC(=O)c3nccnc3C(=O)O)cc2)no1	15	-33	0	-6	3	-3	24	-0.5
COc1ccc(C(=O)Nc2ccc(N3CCN(c4ncccc4C(F)(F)F)CC3)nc2)cc1	9	33	93*	-6	-6	-12	7	-0.7
Cc1cc(NC(=S)NC(C)(C)C)ccc1Br	2	4	-8	-7	-7	-1	8	-0.8

Single records (already shown). Screens in order: KOR antag MB	Nox1 inhibitor	S1P1 agonist	rat GALR2 ag	Luminol counter	TLR4-MyD88 inh	PME-1 Maybr inh	NOTCH ag
Entry for CCOC(=O)C1=C(C)NC(C(=O)OCC)CS1 (stereo not drawn) → 11	12	-14	-6	-2	2	-227	-0.9
Entry for CCOC(=O)/C(C#N)=N/Nc1cc(-c2ccccc2)[nH]n1 → 2	-17	6	-9	-3	2	0	0.2

(more compounds)
SMILES	KOR antag MB	Nox1 inhibitor	S1P1 agonist	rat GALR2 ag	Luminol counter	TLR4-MyD88 inh	PME-1 Maybr inh	NOTCH ag
N#CCC(=O)N1CCSCC1	14	-50	4	-5	2	5	-3	-0.8
N/C(=N\OC(=O)C1CCCS1)c1ccc(C(F)(F)F)cc1 (stereo not drawn)	16	5	-9	-8	-2	10	-1	-0.2
CC(C)CC1(C)NC(=O)N(c2ccccc2)N1 (stereo not drawn)	-19	13	-13	-7	1	-6	-4	0.3
N/C(CS(=O)(=O)Cc1ccc(F)cc1)=N\OC(=O)c1cccs1	-1	-46	15	-7	-3	-14	0	-0.7
O=C1C=C(c2ccccc2)CN(C2CCCCC2)C1=O	8	-43	-32	-3	2	-8	3	-1.1
N/C(=N\OC(=O)CCOc1ccc(F)cc1)c1ccc([N+](=O)[O-])o1	-6	19	-11	-8	-4	-30	3	0.4
COc1ccc(C2=NNC(=O)CC2)cc1	21	22	2	-4	-5	3	3	0.5
COc1ccc(NC(=O)c2cc(C(F)(F)F)cc(C(F)(F)F)c2)cn1	1	-16	-5	-5	-3	0	-1	-0.6
CCOC(=O)C1(C(=O)OCC)CCC(=NO)CC1	0	-50	-4	-4	-1	5	1	-5.8
CSc1nc(CSc2ccc(Cl)cc2)nc(C2CC2)c1C#N	11	-8	-1	-10	-3	-3	2	1.0
Cc1nc(Nc2ccccc2)sc1C(=O)c1ccc(F)cc1	-5	-20	-2	-7	-17	2	-6	0.0
Nc1nc(-c2ccc3c(c2)CCC3)cc(C(F)(F)F)n1	9	5	83*	-6	-8	-2	4	2.2
Cn1c(CNC(=O)OC(C)(C)C)nnc1SCc1ccccc1	-5	5	-1	-3	-1	-13	0	-0.4
CC(C)(C)OC(=O)N1CCC(c2nc(-c3ccc(Cl)s3)cs2)CC1	-12	-30	6	-4	2	4	0	0.3
S=C(N/N=C\c1ccn[nH]1)NC1CCCCC1	-4	-5	2	-6	0	-8	3	-0.2
O=c1[nH][nH]c2c1cnc1c(F)cc(F)cc12	-10	17	-12	-6	16	-3	5	0.2
C#CC(C)(C)NCc1c(C)c(C)c(C)c(C)c1C	-8	-38	-10	-8	0	-3	0	nt
Cc1cc(NC(=O)CN2CCSCC2)no1	4	9	-1	-2	-7	-4	4	-0.1
CN(C)c1ccc(/C=C(\C#N)c2ccc([N+](=O)[O-])cc2)cc1[N+](=O)[O-]	12	-14	11	-7	17	3	-1	0.1
CCOC(=O)Cc1csc(NC(=O)CSc2ccccn2)n1	7	-3	-1	-5	-3	nt	5	-0.9
Cc1ccc(-c2cnc(-c3ccccc3)sc2=O)cc1	0	-40	16	3	0	0	-1	-0.5
CS(=O)(=O)Nc1ccc(/C(N)=N/OC(=O)c2ccccc2Cl)cc1	10	-9	45	-3	-6	3	-6	0.3
CS/C(=N\Nc1ccccc1C(F)(F)F)NC(=O)c1c(Cl)cccc1Cl	-8	56	27	-3	4	-4	1	-0.5
c1ccc(COn2nnc3ccccc32)c(COn2nnc3ccccc32)c1	-24	11	-10	-2	-3	0	6	-0.3
CC(C)S(=O)(=O)/C(C#N)=C/Nc1ccc(Cl)cc1	-1	-100	1	1	-3	-6	1	-0.6
SMILES	KOR antag MB	Nox1 inhibitor	S1P1 agonist	rat GALR2 ag	Luminol counter	TLR4-MyD88 inh	PME-1 Maybr inh	NOTCH ag
CCCCNC(=S)NNC(=O)CNC(=O)OC(C)(C)C	1	-44	-8	2	0	7	1	-0.1
CCCCNC(=O)OCCSc1ccc(C#N)cc1[N+](=O)[O-]	-16	-46	-13	-9	1	-4	-1	-0.1
CSC(=CC(=O)C(C)(C)C)SC	0	-30	-14	-4	-2	3	-1	-0.2
O=[N+]([O-])c1ccc(C2Nc3ccc(F)cc3N2)s1 (stereo not drawn)	26	-41	23	-7	9	24	17	-0.5
NNC(=O)c1snnc1-c1ccccc1	6	1	-24	0	-6	-6	7	0.0
COc1ccc(N=N/C(C(C)=O)=C(/C)O)cc1	-13	-20	0	-4	8	nt	0	-0.2
C#CC1(NS(=O)(=O)c2ccc(Sc3ccc(Cl)cc3)c([N+](=O)[O-])c2)CCCCC1	4	10	32	-5	0	3	-38	-0.3
O=C(NCc1nc(-c2ccc(C(F)(F)F)cc2)no1)c1ccccc1	-15	3	-1	-8	2	-10	-3	-0.1
COc1ccc2cc(-c3ccn[nH]3)ccc2c1	-10	5	-18	-5	0	-4	-1	nt
COc1ccc(CN=C(C)C2CCOC2=O)cc1 (stereo not drawn)	-10	-29	-6	-9	-1	-10	1	-0.7
Brc1ccc(-c2cnc(/C=C/C=C/N3CCOCC3)s2)cc1	28	27	5	-2	-4	-6	8	0.5
Cc1ccc(S(=O)(=O)Nc2cc(C(C)(C)C)sc2C#N)cc1	-8	-14	20	-3	-1	10	5	0.4
O=C(c1cc2ccccc2o1)N1CC=C(c2ccccc2)CC1	0	-5	-1	-8	-2	3	1	-0.3
O=C1/C(=C/c2ccccc2)N=C(c2ccccc2)N1/N=C/c1ccccc1	17	-8	-18	7	-5	-4	1	0.7
COc1ccc(/C=C(\C#N)c2cccs2)c(OC)c1OC	18	14	76	-4	-4	0	9	-0.4
OC1(C(F)(F)F)CC(c2cccs2)=NO1 (stereo not drawn)	22	4	-4	-8	-3	1	-1	-0.5
N/C(=N\OC(=O)Nc1cccc(Cl)c1)c1ccno1	1	-25	1	-4	3	7	0	0.0
COc1c(C(=O)NNC(=O)c2ccccc2Cl)csc1Br	-10	-22	3	-4	0	8	8	0.7
O=C(Cn1c(=O)oc2cccnc21)c1ccc(Cl)cc1	11	-2	5	-4	-3	-5	6	0.1
CSc1cc(-c2ccncc2)nc(-c2ccc(Cl)cc2)c1	-1	-27	-48	-9	0	0	2	-0.4
O=C(NNC(=S)NCc1ccco1)c1ccc(Cl)cc1Cl	-15	8	10	-1	3	0	3	0.0
CCCCc1ccc(NC(=O)CSc2nc(C3CCCCC3)c(C#N)c(=O)[nH]2)c(C)c1	8	-13	-11	3	-4	-56	-18	-0.4
Cc1cc(C(=O)Nc2ccc3[nH]ccc3c2)no1	16	6	16	-8	3	0	-6	0.1
O=[N+]([O-])c1cc(C2OCC3(CO)COC(c4csc([N+](=O)[O-])c4)N23)cs1 (stereo not drawn)	-11	-3	-4	-4	-5	2	9	-0.5
O=C(O)/C=C\C(=O)Nc1ccccc1Oc1ccc(Cl)cc1Cl	-19	-37	1	-3	2	-3	-1	0.4

Brought forward from above: two compounds, followed by the next part.
SMILES	KOR antag MB	Nox1 inhibitor	S1P1 agonist	rat GALR2 ag	Luminol counter	TLR4-MyD88 inh	PME-1 Maybr inh	NOTCH ag
O=[N+]([O-])c1cc(C2OCC3(CO)COC(c4csc([N+](=O)[O-])c4)N23)cs1 (stereo not drawn)	-11	-3	-4	-4	-5	2	9	-0.5
O=C(O)/C=C\C(=O)Nc1ccccc1Oc1ccc(Cl)cc1Cl	-19	-37	1	-3	2	-3	-1	0.4
CC(C)C[C@H](NC(=O)c1ccc(Cl)cc1Cl)C(=O)O	8	16	-3	-5	-5	-8	4	-0.8
Cc1ccc(NC(=S)NN(C)C)cc1	20	21	-10	-3	-5	3	6	-0.5
O=C(O)COCC(=O)Nc1cc(C(F)(F)F)ccc1N1CCCC1	3	-11	9	-5	4	5	3	0.5
O=[N+]([O-])c1coc2ccc(OS(=O)(=O)c3cc(C(F)(F)F)cc(C(F)(F)F)c3)cc12	10	-2	6	-7	-5	0	8	-0.2
Cc1cc(N2C(=O)C=CC2=O)no1	0	-40	3	-4	0	-7	0	-0.5
CCOC(=O)c1cc(-c2ccccc2)sc1NC(=O)c1cccc([N+](=O)[O-])c1	34	4	2	-7	-4	-4	-1	0.5
COc1ccc2c(c1)OC(c1ccccc1)CC2=O (stereo not drawn)	4	24	7	-5	-8	4	19	-0.6
Cc1nc2cc3nc(C)sc3cc2s1	11	47	5	1	26	7	5	-0.7
O=c1/c(=C\c2ccc3c(c2)OCO3)sc2n1C(c1cccs1)C1=C(N=2)c2ccccc2CC1 (stereo not drawn)	9	-14	-10	-11	4	-5	-3	0.6
CN(CCc1ccccn1)C(=O)c1cccnc1Oc1ccc(Cl)cc1	-24	-6	11	-5	-3	2	1	-0.4
O=C(N/N=C/C=C/c1ccccc1)c1ccccc1CO	2	-52	-18	-6	-2	-5	1	-0.4
Nc1ccccc1SC(CC(=O)c1ccc(Cl)cc1)c1ccsc1 (stereo not drawn)	-14	9	5	-4	-3	-4	5	-1.0
CN1CCN(c2ccccc2/C=N\Nc2cc(Cl)ccc2Cl)CC1	-20	-50	-9	1	4	-9	6	-0.4
O=S(=O)(NCc1csc(-c2cccs2)n1)c1ccc(N2CCOCC2)nc1	4	-40	6	-8	1	-1	-4	-0.1

An excerpt of these results, with values under each structure.
Each structure is followed by: KOR antag MB, Nox1 inhibitor, S1P1 agonist, rat GALR2 ag, Luminol counter, TLR4-MyD88 inh, PME-1 Maybr inh, NOTCH ag
O=C(O)COCC(=O)Nc1cc(C(F)(F)F)ccc1N1CCCC1
    3, -11, 9, -5, 4, 5, 3, 0.5
O=S(=O)(NCc1csc(-c2cccs2)n1)c1ccc(N2CCOCC2)nc1
    4, -40, 6, -8, 1, -1, -4, -0.1
CC(C)C[C@H](NC(=O)c1ccc(Cl)cc1Cl)C(=O)O
    8, 16, -3, -5, -5, -8, 4, -0.8
CN1CCN(c2ccccc2/C=N\Nc2cc(Cl)ccc2Cl)CC1
    -20, -50, -9, 1, 4, -9, 6, -0.4
O=C(N/N=C/C=C/c1ccccc1)c1ccccc1CO
    2, -52, -18, -6, -2, -5, 1, -0.4

Assay outcomes as filed in PubChem.

Rows are unselected. About 4.3% of those tested had a hit in this group.
